# Screening data deposited in PubChem BioAssay by several laboratories.
# RSV antiviral HEp-2: inhibition of RSV-induced cytopathic effect – HEp-2 cells, primary 10 µM value included (AID 2391); CPE inhibition, % at 10 µM, or IC50 in µM where a hit was titrated; HEp-2 cells, RSV-induced CPE inhibition; higher % means a stronger effect; 0.13% of 310,000 active; in the data active means a potency from the dose series; further: strong numbers were not always called active
# SIAH1 antagonists: blockers of Siah-1 interaction with plectin peptide – biochemical, fluorescence polarization, rhodamine-plectin, uHTS, primary screen (AID 1817); 0.02% of 290,000 active; one-dose displacement, % at 20 µM; IC50 in µM for titrated hits; Siah-1 / rhodamine-plectin peptide fluorescence polarization; higher % means a stronger effect;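 active means displacement of at least 50% at 20 µM, with a fluorescence ratio check between 0.3 and a set limit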;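 further: plate controls were Siah plus tracer with DMSO for no effect and tracer alone without Siah for full effect; strong numbers were not always called active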
# MgcRacGAP inhibition: MgcRacGAP GTPase-activating activity inhibitors, confirmation, biochemical, ADP Hunter fluorescence; MgcRacGAP-stimulated Rac1 GTP hydrolysis, ADP Hunter fluorescence; higher % means a stronger effect; GST-tagged Rac1 F28L mutant substrate; 0.6% of 340,000 active; one-dose inhibition, % at 30 µM; IC50 in µM for titrated hits;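 active means first-screen hits whose inhibition reached a set limit at any dose in the follow-up dose series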;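 further: fluorescence reports GDP produced by GAP-driven GTP hydrolysis; strong numbers were not always called active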
# Dengue-2 NS5 capping: Dengue-2 NS5 methyltransferase inhibitors, primary screen, biochemical, confirmation dose response (AID 588689) | Dengue-2 NS5 methyltransferase capping enzyme assay, biochemical; higher % means a stronger effect | inhibition, % at 25 µM; hits with a dose series show IC50 in µM | 0.3% of 340,000 active; in the data active means a potency from the dose series
# LYP phosphatase: inhibitors of LYP phosphatase, biochemical, fluorescence intensity, uHTS (AID 1779); recombinant LYP phosphatase, fluorescence intensity; higher % means a stronger effect; inhibition, % at 11.5 µM, or IC50 in µM where a hit was titrated; 0.054% of 290,000 active; in the data active means inhibition above about 50%;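 further: plate controls were vehicle with enzyme for no effect and no enzyme for full effect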
# SV40 large T antigen: TAg ATPase/helicase activity blockers – biochemical (AID 1903) | one-dose inhibition, % at 20 µM; IC50 in µM for titrated hits | SV40 large T antigen ATPase/helicase inhibition assay; higher % means a stronger effect | 0.39% of 310,000 active; in the data active means a potency from the dose series; further: strong numbers were not always called active
# AID2073: disruptors of CaV2.2 binding to Mint1 – biochemical, HTRF (AID 2073). HTRF protein-protein interaction, Mint1-CaV2.2; higher % means a stronger effect. one-dose inhibition, % at 20 µM; IC50 in µM for titrated hits. 0.19% of 290,000 active; in the data active means inhibition mostly above about 51%, no sharp cut-off; further: some results filed as inactive read as strong as hits
# HIV peptide binding: cell-free HIV fusion peptide-binding blockers – biochemical, uHTS, fluorescence dequenching, primary screen (AID 1986). cell-free peptide binding, fluorescence dequenching, 30 min; higher % means a stronger effect. inhibition, % at 20 µM; hits with a dose series show IC50 in µM. 0.3% of 290,000 active; in the data active means inhibition mostly above about 52%, no sharp cut-off; inactive means mostly below about 76%; further: some results filed as inactive read as strong as hits
# XIAP antagonists: small molecules displacing peptide from XIAP – biochemical, IAP family, fluorescence polarization (AID 1018) | XIAP BIR domain, fluorescence polarization peptide displacement; higher % means a stronger effect | displacement, % at 20 µM; hits with a dose series show IC50 in µM | 0.007% of 200,000 active; in the data active means displacement above about 50%; further: a part of the inactive calls stands beside numbers as strong as those of hits
# Dengue-2 NS5 capping pilot replicate: second read-out of Dengue-2 NS5 capping, no call of its own (marks repeat the call); inhibition, %; measured here: pilot screen replicate inhibition
# * hit, by the source's call; · = not tested or not shown.
# Preview (4 entries):
SMILES,RSV antiviral HEp-2,SIAH1 antagonists,MgcRacGAP inhibition,Dengue-2 NS5 capping,LYP phosphatase,SV40 large T antigen,AID2073,HIV peptide binding,XIAP antagonists,others
CCCCCn1c(CN2CCN(Cc3ccccc3)CC2)nc2c1c(=O)[nH]c(=O)n2C,0.5%,3.9%,-3.6%,-7.5%,-10.0%,2.1%,-1.1%,0.5%,-3.3%,
O=C(NCc1csc2ccc(Cl)cc12)Nc1cccc2ccccc12,·,-0.6%,9.8%,2.3%,-5.7%,7.2%,-3.8%,-1.4%,·,
O=C(NNS(=O)(=O)c1ccc(F)cc1)c1cc2ccccc2cc1O,3.1%,1.5%,6.7%,-2.4%,-1.6%,12.7%,17.3%,13.6%,·,
Cc1ccc(C(=O)N/C(=C/c2ccc(Cl)cc2)C(=O)N2CCOCC2)cc1,-0.3%,-3.6%,-5.7%,-3.6%,-0.9%,6.9%,9.2%,-0.9%,·,

# The whole of this part, previewed entries included:
SMILES,RSV antiviral HEp-2,SIAH1 antagonists,MgcRacGAP inhibition,Dengue-2 NS5 capping,LYP phosphatase,SV40 large T antigen,AID2073,HIV peptide binding,XIAP antagonists,others
CCCCCn1c(CN2CCN(Cc3ccccc3)CC2)nc2c1c(=O)[nH]c(=O)n2C,0.5%,3.9%,-3.6%,-7.5%,-10.0%,2.1%,-1.1%,0.5%,-3.3%,
O=C(NCc1csc2ccc(Cl)cc12)Nc1cccc2ccccc12,·,-0.6%,9.8%,2.3%,-5.7%,7.2%,-3.8%,-1.4%,·,
O=C(NNS(=O)(=O)c1ccc(F)cc1)c1cc2ccccc2cc1O,3.1%,1.5%,6.7%,-2.4%,-1.6%,12.7%,17.3%,13.6%,·,
Cc1ccc(C(=O)N/C(=C/c2ccc(Cl)cc2)C(=O)N2CCOCC2)cc1,-0.3%,-3.6%,-5.7%,-3.6%,-0.9%,6.9%,9.2%,-0.9%,·,
CC(C)CCn1c2ccccc2c2cc(CC(N)=O)ccc21,20.2%,3.8%,5.8%,-12.3%,-3.0%,7.6%,1.8%,2.0%,·,
CSCC[C@H](NC(=O)c1ccc(Br)o1)c1nnc2ccccn12,2.5%,2.1%,10.4%,-9.5%,-2.0%,9.7%,1.5%,1.7%,·,
Cc1ccc2cc(C3CC(c4ccco4)=NN3S(C)(=O)=O)c(Cl)nc2c1 (stereo not drawn),2.6%,-1.8%,-8.4%,2.3%,-2.2%,7.8%,33.8%,3.8%,·,
Cc1sc2nc[nH]c(=S)c2c1-c1ccccc1,1.3%,3.5%,22.6%,5.1%,7.6%,8.7%,14.8%,0.3%,-15.0%,
O=C1OCCC1Sc1nc2ccccc2c(=O)n1-c1ccc(F)cc1 (stereo not drawn),0.3%,-5.8%,6.1%,-4.7%,-8.7%,10.7%,7.2%,0.7%,-6.5%,
Cc1nc2nc(CC(=O)O)[nH]n2c(=O)c1[N+](=O)[O-],2.6%,5.6%,4.5%,2.3%,3.2%,14.9%,3.2%,1.5%,·,
CCc1ccc(CNC(=O)c2ccc(OC)c(OC3CCN(C(C)C)CC3)c2)nc1,-0.7%,-1.4%,5.1%,3.9%,-3.8%,2.5%,12.1%,1.3%,·,
CC1CCc2c(sc3nc(C(C)(C)C)nc(N4CCN(C(=O)CCl)CC4)c23)C1 (stereo not drawn),-2.3%,-0.1%,8.7%,0.8%,-9.6%,5.9%,41.1%,0.0%,·,
O=C(/C=C/c1ccc2c(c1)OCO2)Nc1nc2ccccc2s1,0.7%,12.1%,-0.4%,-5.8%,-14.3%,11.1%,38.4%,-1.7%,-4.3%,
COc1ccc(/C=N/NC(=S)NCC2CCCO2)cc1 (stereo not drawn),-0.8%,4.4%,5.5%,-6.2%,-0.8%,7.1%,-5.2%,0.7%,·,
CCCNC(=O)c1onc(CSc2cccc(OC)c2)c1C(=O)NCCC,3.2%,2.9%,5.9%,-2.4%,-2.9%,1.9%,41.4%,-1.7%,·,
COCc1cc(C)nc(SCC(=O)NCc2ccco2)c1C#N,2.1%,2.2%,5.0%,1.0%,-7.7%,9.8%,4.1%,3.0%,-3.2%,
CC(=O)c1ccc(OC(=O)C2c3ccccc3Oc3ccccc32)cc1,3.7%,1.8%,6.3%,-9.6%,-1.4%,14.4%,1.7%,-2.3%,-5.2%,
Cc1ccc(C)c(S(=O)(=O)N2CCCOC2CNC(=O)C(=O)NCc2ccccn2)c1 (stereo not drawn),2.1%,4.7%,-9.1%,2.9%,-8.5%,26.2%,0.5%,0.4%,·,
Cc1csc(NC(=O)c2ccc(Br)s2)n1,4.6%,1.9%,4.8%,-8.2%,-2.5%,3.8%,9.9%,1.2%,·,
COc1ccc(-c2noc(CCC(=O)NC3CCCCCC3)n2)cc1,1.8%,5.7%,13.0%,13.3%,-6.9%,4.5%,8.9%,2.2%,·,
Cc1cc(C)cc(N(CC(=O)NCc2ccco2)S(=O)(=O)c2ccccc2)c1,1.5%,0.0%,7.2%,-6.2%,-7.9%,8.4%,1.2%,1.2%,·,
Cc1ccc(S(=O)(=O)c2cn(C)c3cc(N4CCN(C)CC4)c(F)cc3c2=O)cc1,-1.6%,-5.0%,7.2%,1.8%,-14.7%,9.9%,2.9%,-0.6%,·,
COc1ccc(CCN(C)C(=O)c2ccc(S(=O)(=O)Nc3ccccc3C)cc2)cc1OC,6.0%,2.0%,·,·,-9.9%,8.2%,2.0%,1.3%,·,
Cc1ccc(-n2c(-c3ccncc3)n[nH]c2=S)cc1C,1.1%,-3.4%,9.7%,0.8%,-1.7%,10.2%,6.1%,-1.9%,-0.2%,
CON/C=C(\C=Nc1ccc(Cl)cc1Cl)c1ncc(C(F)(F)F)cc1Cl,-0.5%,-5.1%,-5.3%,-3.2%,4.1%,2.8%,11.0%,0.7%,-13.4%,
Cc1cc(C)nc(NNC(=O)NC2CCCCC2)n1,-1.0%,0.1%,7.9%,0.9%,-6.5%,6.9%,-22.9%,0.4%,-4.9%,
COc1ccc(/C=C2\SC(=S)N(NS(=O)(=O)c3ccc(C)cc3)C2=O)c(OC)c1,18.2%,-6.9%,1.8%,16.5%,-2.2%,27.5%,17.1%,67.7%,·,
COC(=O)C1=C(C)N(C)C(C)=C(C(=O)OC)C1c1ccc(F)c(Br)c1,14.2%,2.2%,4.8%,-2.1%,7.2%,4.7%,-0.1%,-1.8%,-7.7%,
COc1ccc(CCNC(=O)Cc2ccsc2)cc1,1.1%,0.9%,5.1%,-3.4%,-9.2%,21.1%,9.3%,0.4%,·,
CC1CC(C)CN(S(=O)(=O)c2ccc3oc(=O)ccc3c2)C1 (stereo not drawn),1.6%,5.5%,8.2%,-5.2%,-1.6%,19.5%,6.8%,0.5%,·,
CC1(C)CC(=O)C2=C(C1)N(c1ccccc1)C(N)=C(C#N)C2c1cccnc1 (stereo not drawn),2.2%,2.2%,-0.8%,-6.2%,1.9%,22.0%,29.9%,-0.7%,-3.4%,
Cc1nc(Cl)c(C#N)cc1-c1ccccc1,1.6%,-4.0%,1.5%,-4.7%,-7.4%,5.3%,2.6%,-1.1%,-3.5%,Dengue-2 NS5 capping pilot replicate=2.4
CCOc1cc(Br)c(CC(=O)O)cc1OCC,-0.9%,-5.5%,1.2%,4.6%,-7.2%,12.1%,8.0%,-0.5%,·,
COc1ccc(CCNC(=O)c2ccccc2NS(=O)(=O)c2c(F)cccc2F)cc1,0.4%,10.0%,5.5%,-13.3%,-1.2%,4.2%,13.6%,2.5%,·,
O=C(Cc1cc(=O)[nH]c(=O)[nH]1)NCc1ccccc1,2.6%,0.8%,-5.2%,1.4%,-5.6%,14.1%,-5.6%,1.9%,-13.2%,
O=C(CSc1nnc(CNC(=O)c2c(F)cccc2F)o1)NCC1CCCO1 (stereo not drawn),1.9%,1.2%,6.2%,-5.5%,-8.5%,17.7%,-3.4%,2.6%,·,
CC(=O)Nc1ccc(/C=C/C(=O)c2ccccc2)cc1,1.4%,-3.0%,·,·,3.3%,11.2%,17.7%,3.7%,·,
COc1ccccc1N1CCN(C2CCN(S(=O)(=O)c3ccc(C)cc3)CC2)CC1,-0.9%,-4.2%,-5.5%,-5.4%,-2.5%,20.5%,5.2%,0.0%,·,
CCOC(=O)CC1COCCN1C(=O)c1cc(COc2ccc(F)c(F)c2)on1 (stereo not drawn),1.4%,-6.2%,7.0%,0.0%,-8.0%,7.1%,-1.0%,-0.2%,·,
CCOC(=O)c1c(C)n(C)c2ccc(O)c(CN(C)C)c12,1.2%,-2.1%,16.2%,5.4%,-2.7%,-6.9%,-8.1%,-2.0%,-5.0%,
CCc1ccc(S(=O)(=O)Nc2cc3c(cc2N2CCOCC2)n(C)c(=O)c(=O)n3C)cc1,4.1%,1.8%,10.5%,-2.0%,-5.2%,8.6%,10.5%,-0.8%,·,
COc1cccc(C(=O)Nc2ccc(NC(C)=O)cn2)c1,0.0%,-2.7%,-9.7%,3.7%,3.0%,6.2%,-7.1%,2.6%,-3.7%,
COc1ccc(NC(=O)CCCCCN2C(=O)[C@@H]3Cc4ccccc4CN3C2=O)cc1Cl,2.4%,2.0%,12.7%,-7.2%,-9.7%,3.2%,1.4%,1.0%,·,
CCOCCCN(C(=O)Cn1nnc(-c2ccc(OC)c(OC)c2)n1)C(C(=O)NCC1CCCO1)c1ccc(F)cc1 (stereo not drawn),1.1%,1.4%,3.4%,-5.7%,-6.1%,6.9%,2.6%,1.7%,·,
CCOP(=O)(OCC)C(Nc1ccccn1)c1ccccc1 (stereo not drawn),1.1%,0.1%,7.0%,-10.3%,4.3%,0.3%,4.1%,4.0%,-15.5%,
NS(=O)(=O)OCC1CCCCC1,-0.2%,-6.3%,6.9%,-7.1%,-7.1%,0.6%,11.0%,-0.6%,·,
CCOC(=O)c1cccc(NC(=O)CSc2nnnn2CC)c1,3.6%,1.4%,6.9%,-3.2%,-8.2%,4.6%,7.9%,1.7%,-18.1%,
CC(OC(=O)C1CCN(S(=O)(=O)c2ccc(Cl)cc2)CC1)C(=O)N1CCc2ccccc21 (stereo not drawn),3.8%,1.1%,18.4%,-2.7%,1.5%,9.9%,5.6%,-0.7%,-3.7%,
COC(=O)c1ccc(NC(=O)Nc2cccc(F)c2)cc1,10.4%,5.0%,2.9%,·,-5.4%,10.0%,8.8%,1.9%,-4.5%,
COC(=O)c1ccc2ccn(CC(=O)NC(C)C)c2c1,1.1%,2.5%,6.1%,0.7%,-14.1%,7.3%,3.6%,-2.4%,-4.6%,
CCn1c(=N)n(CC(=O)OC)c2ccccc21,0.4%,-1.5%,-5.5%,3.2%,-7.7%,-3.5%,-0.5%,0.3%,-5.9%,
O=C(NCc1ccccc1)C1=C[C@@H](c2ccc(Br)cc2)C[C@@H](OCCCCO)O1,8.3%,2.0%,7.5%,4.1%,-2.2%,3.6%,-12.4%,1.6%,-8.6%,
COC(=O)c1c(C(=O)OC)c(-c2ccccc2)n2c1CS(=O)C2 (stereo not drawn),2.8%,-5.1%,8.4%,3.2%,-9.0%,-1.9%,-3.0%,-3.4%,-2.1%,

# 2 successive compounds already listed, quoted:
SMILES,RSV antiviral HEp-2,SIAH1 antagonists,MgcRacGAP inhibition,Dengue-2 NS5 capping,LYP phosphatase,SV40 large T antigen,AID2073,HIV peptide binding,XIAP antagonists,others
COC(=O)c1ccc(NC(=O)Nc2cccc(F)c2)cc1,10.4%,5.0%,2.9%,·,-5.4%,10.0%,8.8%,1.9%,-4.5%,
COC(=O)c1ccc2ccn(CC(=O)NC(C)C)c2c1,1.1%,2.5%,6.1%,0.7%,-14.1%,7.3%,3.6%,-2.4%,-4.6%,
